# KRASV12 cytotoxicity: viability loss of HPDE-C7K cells – cell-based, fluorescence, HTS, primary screen (AID 431); cytotoxicity, % at 10 µM; hits with a dose series show EC50 in µM; hit rate 1.7% among 63,000; HPDE-C7K KRASV12 cells, Alamar Blue viability, 48 h; higher % means a stronger effect;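 active = compounds whose percent cytotoxicity in the single-dose primary screen, scaled between solvent and toxic-drug controls, exceeds 50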;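 also: 0% = DMSO solvent wells and 100% = doxorubicin-treated wells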
# HPDE-C7 cytotoxicity: cytotoxicity in HPDE-C7 cells, cell-based, fluorescence, HTS (AID 430); HPDE-C7 pancreatic duct cells viability, fluorescence; higher % means a stronger effect; hit rate 1.8% among 63,000; cytotoxicity, % at 10 µM, or EC50 in µM where a hit was titrated;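 also: cells exposed to compound for 48 hours before viability readout; 0% = vehicle and 100% = reference cytotoxic drug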
# HT1080 viability: cytotoxicity in HT1080 fibrosarcoma cells, cell-based, fluorescence readout (AID 620). HT1080 viability, fluorescence; higher % means a stronger effect. cytotoxicity, % at 10 µM; hits with a dose series show EC50 in µM. hit rate 0.42% among 87,000;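 also: cells exposed to compound overnight then 4 h with Alamar Blue; 0% = vehicle DMSO and 100% = killing control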
# MK inhibit: S. pneumoniae mevalonate kinase inhibition; purified MK, PK/LDH-coupled NADH absorbance 340 nm; inhibition, % at 10 µM; hit rate 0.48% among 65,000;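 active = ranked among the strongest by inhibition in the single 10 µM screen, a fixed top-ranked set picked for dose follow-up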; also: no value below 0 was filed
# LYP phosphatase: LYP phosphatase inhibitors, primary screen, biochemical, DiFMUP fluorescence, recombinant catalytic domain, 10 µM (AID 606); one-dose inhibition, % at 10 µM; IC50 in µM for titrated hits; recombinant LYP catalytic domain, DiFMUP fluorescence; higher % means a stronger effect; 52,000 tested, under 10 active;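 active = IC50 under 40 µM in the dose-response test; inactive = IC50 of 40 µM or more, or never dose-tested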
# PMK inhibit: blocks S. pneumoniae phosphomevalonate kinase | purified PMK, PK/LDH-coupled NADH absorbance 340 nm | inhibition, % at 10 µM | hit rate 0.49% among 65,000 | AID 539;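 active = top-ranked compounds by inhibition in the single 10 µM screen, taking a fixed number of the strongest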;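 also: 0% = full reaction with DMSO carrier and 100% = background rate without enzyme reaction; no value below 0 was filed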
# DPM-DC inhibit: inhibitors of Streptococcus pneumoniae diphosphomevalonate decarboxylase; purified DPM-DC, PK/LDH coupled NADH fluorescence; calls only at 10 µM; hit rate 0.49% among 65,000;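 active = the 320 compounds with the highest percent inhibition in the single-dose primary screen, excluding strongly autofluorescent ones, cut at about 32% in these data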;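 also: kinetic rate of NADH fluorescence loss reporting ADP formed by the decarboxylase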
# Alkaline phosphatase: human TNAP enzyme inhibitors, biochemical, luminescent (AID 518); purified TNAP enzyme, luminescent substrate readout; higher % means a stronger effect; inhibition, % at 20 µM, or IC50 in µM where a hit was titrated; hit rate 0.09% among 64,000; in the data active = a potency from the dose series; inactive = the rest, 99 in 100 with inhibition below about 22%;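 also: plate controls were vehicle for no effect and reference inhibitor for full effect; many of its hits are not listed in these tables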
# Bfl-1 inhibitors: Bfl-1 inhibitors, primary screen, biochemical, fluorescence polarization, FITC-Bid, mouse (AID 432) | FITC-Bid BH3 peptide fluorescence polarization displacement; higher % means a stronger effect | displacement, % at 20 µM, or IC50 in µM where a hit was titrated | hit rate 0.02% among 64,000; in the data active = a potency from the dose series; inactive = the rest, 99 in 100 with displacement below about 15%; also: strong numbers were not always called active
# PMK inhibit pilot replicates: also measured in PMK inhibit; calls as there; inhibition, %; measured here: pilot screen replicates
# MK inhibit pilot replicates: further read-out of MK inhibit, marked with its call; inhibition, %; measured here: pilot screen replicates
# DPM-DC inhibit pilot screen %: also measured in DPM-DC inhibit; calls as there; inhibition, %; measured here: pilot screen trials
# Numbers without * were called inactive; i = inactive; / = not tested or not shown. Rule as the data show it, unless noted: active = cytotoxicity above about 50%; inactive = the rest. Random draw from the library. About 3.6% of those tested had a hit in this group.
SMILES,KRASV12 cytotoxicity,HPDE-C7 cytotoxicity,HT1080 viability,MK inhibit,LYP phosphatase,PMK inhibit,DPM-DC inhibit,Alkaline phosphatase,Bfl-1 inhibitors,others
Cc1ccc(-c2nnn(CC(=O)NCc3ccccc3)n2)c(-n2cnnn2)c1,4%,1%,2%,3,/,16,i,10%,-12%,
COc1ccc(CC(=O)NCc2ccccc2)cc1S(=O)(=O)N1CCOCC1,5%,-15%,-4%,0,7%,0,i,7%,-1%,PMK inhibit pilot replicates=1.5;MK inhibit pilot replicates=2.0;DPM-DC inhibit pilot screen %=2.0
CCCc1ncc(C(O)c2cccc3ccccc23)n1C (stereo not drawn),0%,5%,4%,11,-2%,1,i,8%,3%,
COc1ccc(N2C(=O)CCC(C(=O)NCCN3CCOCC3)C2c2ccc(OC)c(OC)c2)cc1 (stereo not drawn),-14%,-21%,8%,3,3%,5,i,2%,-1%,
O=C(CCCn1c(SCC(=O)c2ccc(F)cc2)nc2ccccc2c1=O)NCc1ccco1,-6%,-8%,-1%,11,-4%,9,i,7%,-3%,
O=C(NCCCN1CCCCCC1)C1CC(=O)N(C2CCCC2)C1 (stereo not drawn),/,/,5%,3,9%,12,i,4%,-9%,
COc1ccc(Nc2cc(C(=O)NCCCN3CCN(C)CC3)c3ccccc3n2)c(OC)c1,8%,2%,15%,0,/,13,i,3%,-5%,
Cc1nc(SCC#N)c2c(C)c(C)sc2n1,-10%,-22%,-7%,5,-3%,4,i,13%,-9%,PMK inhibit pilot replicates=4.0;MK inhibit pilot replicates=0.0;DPM-DC inhibit pilot screen %=0.5
CC(=O)Nc1ccc(NC(=O)CCC(=O)NCCO)cc1,/,/,3%,4,/,10,i,6%,-7%,
Cn1c(=O)c2cc(S(=O)(=O)NCCC(=O)NCCC3=CCCCC3)ccc2n(C)c1=O,-7%,-5%,-2%,1,-5%,13,i,11%,0%,
O=C(Nc1nc2ccc(Cl)cc2s1)c1ccc(Br)o1,10%,8%,4%,4,16%,9,i,10%,-2%,
O=C(O)C1CC=C(Cl)CC1C(=O)NCc1ccccc1 (stereo not drawn),8%,12%,4%,11,8%,7,i,7%,4%,
CC1(C)Cc2c(c(=S)nc(-c3ccccc3)n2CCN2CCOCC2)CO1,-19%,-21%,3%,1,-21%,0,i,-7%,-2%,
O=C(NC1CCCCC1)N(Cc1nc2ccccc2c(=O)[nH]1)C1CCCCC1,-5%,-14%,-1%,2,/,11,i,6%,-1%,
O=c1[nH]cnc2nc(-c3ccccc3)c(-c3ccccc3)nc12,7%,-3%,1%,8,/,21,/,6%,-4%,
COc1ccccc1-n1c(C)nnc1SCC(N)=O,-8%,-7%,5%,13,9%,16,i,10%,-8%,PMK inhibit pilot replicates=4.5;MK inhibit pilot replicates=2.0;DPM-DC inhibit pilot screen %=1.0
NC(=O)c1oc2ccc(Cl)cc2c1NC(=O)CN1CCOCC1,-9%,-1%,4%,0,11%,8,i,14%,-4%,PMK inhibit pilot replicates=1.0;MK inhibit pilot replicates=0.0;DPM-DC inhibit pilot screen %=1.0
COc1ccc(S(=O)(=O)N(C)CC(=O)NC2CC2)cc1,-20%,-17%,5%,6,0%,8,i,3%,1%,
CCC(C(=O)Nc1cnccn1)c1ccccc1 (stereo not drawn),-14%,-22%,-2%,4,-3%,9,i,12%,-2%,
O=C(CCCCn1c(=O)c2ccccc2n(Cc2ccc(F)cc2Cl)c1=O)NCc1ccco1,3%,3%,/,9,21%,0,i,3%,-10%,
CC(C)Nc1nc(SCC(=O)Nc2ccccc2)nc(N2CCOCC2)n1,-1%,-11%,/,4,-4%,13,i,3%,2%,
CC(=O)Nc1cc2c(cc1C(=O)C(C)C)OCCO2,-1%,1%,1%,1,11%,0,i,8%,5%,
CC(C)(C)OC(=O)N1CC(O)CC1C(=O)OCC(=O)c1ccc(Cl)cc1 (stereo not drawn),-14%,-31%,-6%,13,8%,10,i,17%,-4%,PMK inhibit pilot replicates=4.0;MK inhibit pilot replicates=0.0;DPM-DC inhibit pilot screen %=2.5
O=C(c1cc(-c2cccnc2)nc2ccc(Br)cc12)N1CCC2(CC1)OCCO2,-17%,1%,3%,2,-1%,3,i,-1%,1%,
CCOC(=O)N1CCN(S(=O)(=O)c2cc3c(cc2C)NC(=O)CO3)CC1,-3%,-7%,9%,10,9%,14,i,10%,2%,
CC(=O)c1ccc(Nc2cc(C)nc3nc(C)nn23)cc1,8%,6%,-5%,0,6%,12,i,4%,1%,
COc1ccc2oc(=O)c(-c3nc(C)cs3)cc2c1,30%,31%,33%,13,-2%,0,/,4%,9%,
CCOC(=O)c1ccc(N2C(=O)C3CC=C(C)CC3C2=O)cc1 (stereo not drawn),4%,-5%,-7%,0,5%,0,i,1%,-4%,
Cc1ccc(/C=c2\sc3nc(-c4cccnc4)nn3c2=O)cc1,19%,29%,-2%,/,-8%,2,i,4%,-3%,
O=C(Cc1cccs1)N(Cc1ccco1)C1(C(=O)NC2CCCC2)CCCCC1,-6%,-5%,-8%,11,9%,1,i,7%,0%,
Cc1cc(C)n(-c2ccc(C(=O)OCC(=O)N(CC(C)C)C3CCS(=O)(=O)C3)cc2)n1 (stereo not drawn),3%,-3%,-1%,1,/,15,i,10%,2%,
O=C(CCS(=O)(=O)c1ccccc1)Nc1nc2c(s1)CCCC2,6%,-1%,11%,6,8%,12,i,8%,1%,
COc1ccc(C(C)(C)C)cc1NC(=O)C1C2C=CC(C2)C1C(=O)O (stereo not drawn),3%,-7%,4%,13,/,17,i,1%,-4%,
COc1ccccc1OCc1nc(C#N)c(NCc2ccco2)o1,7%,3%,-14%,2,1%,7,i,7%,-1%,
CCCNC(=O)CCNC(=O)c1ccc(C(C)(C)C)cc1,7%,7%,-5%,0,-2%,8,i,5%,-3%,
COc1cc(C(=O)OCC(=O)NCc2ccco2)cc(OC)c1OC,7%,1%,-4%,1,4%,10,i,12%,8%,
COc1ccc(C(=O)Nc2cc(Cl)cc(Cl)c2)c(OC)n1,-4%,0%,9%,0,/,10,i,6%,0%,
COc1ccccc1C(=O)Nc1ccc(S(=O)(=O)N2CCCC2)cc1,1%,-2%,6%,2,/,6,i,16%,0%,PMK inhibit pilot replicates=2.5;MK inhibit pilot replicates=0.0;DPM-DC inhibit pilot screen %=0.0
CC1Cc2ccccc2N1S(=O)(=O)c1ccc2c(c1)n(C)c(=O)c(=O)n2C (stereo not drawn),3%,-5%,-2%,8,11%,12,i,8%,8%,PMK inhibit pilot replicates=5.0;MK inhibit pilot replicates=2.0;DPM-DC inhibit pilot screen %=3.0
CCCc1c(O)nc(SCCN(CC)CC)n(C(=O)c2ccccc2)c1=O,-6%,-8%,-27%,11,4%,15,i,16%,-11%,
COc1cc2c(cc1OC)C(C)N(C(=O)C1COc3ccccc3O1)CC2 (stereo not drawn),-44%,-18%,-10%,1,9%,0,i,10%,1%,
CCC(C)[C@H](NC(=O)NCc1cccc(OC)c1)C(=O)OC (stereo partly drawn),7%,-6%,9%,7,4%,0,i,8%,-5%,
COc1ccccc1/C=c1\sc2nc(-c3ccco3)nn2c1=O,-6%,2%,-5%,8,/,14,i,9%,3%,
CCOc1ccc(N2C(=O)CC(Sc3nc(C)cc(C)c3C#N)C2=O)cc1 (stereo not drawn),/,/,-6%,1,18%,9,i,6%,5%,
O=C(NCCN1CCOCC1)c1cc2c(=O)n3ccccc3nc2n1Cc1ccccc1,-9%,-15%,-2%,3,/,14,/,-7%,-2%,
OC1(C(F)(F)F)CC(O)(C(F)(F)F)n2nc(-c3ccccc3)cc2N1 (stereo not drawn),-4%,-4%,8%,7,-14%,7,i,2%,-5%,
COc1ccc(-n2c(Cc3cccn3C)nnc2SCC(=O)NCc2ccco2)cc1,-5%,-5%,-5%,16,-5%,2,i,7%,2%,
CC(=O)Nc1ccc(N2S(=O)(=O)c3ccccc3S2(=O)=O)cc1,-8%,4%,10%,5,3%,14,i,4%,1%,
O=C(Cc1c(F)cccc1Cl)Nc1ccncc1,-4%,5%,-2%,5,5%,2,i,8%,-4%,PMK inhibit pilot replicates=1.5;MK inhibit pilot replicates=0.0;DPM-DC inhibit pilot screen %=6.5
CCCCCn1c(Br)nc2c1c(=O)n(CC(N)=O)c(=O)n2C,3%,-5%,23%,11,10%,7,i,8%,-9%,
NS(=O)(=O)c1ccc(Nc2nc(-c3ccc(O)cc3)cs2)cc1,33%,-1%,27%,13,8%,10,i,5%,-2%,
CCOC(=O)C1C(=O)NC(SCC(=O)Nc2nccs2)=C(C#N)C1c1ccccc1OCC (stereo not drawn),21%,15%,-2%,6,2%,8,i,10%,7%,PMK inhibit pilot replicates=2.5;MK inhibit pilot replicates=1.0;DPM-DC inhibit pilot screen %=2.5
COc1nc(NS(=O)(=O)c2ccc(C)cc2)nc(C)c1Cl,-6%,2%,-20%,1,8%,8,i,8%,-2%,
COC(=O)c1cc(Br)c(=O)n(Cc2ccc3c(c2)OCO3)c1,17%,10%,28%,0,-2%,5,i,11%,-5%,
CCNC(=O)CC(=O)Nc1ccccc1C(=O)O,-12%,-4%,6%,16,9%,15,i,11%,-5%,PMK inhibit pilot replicates=2.5;MK inhibit pilot replicates=0.0;DPM-DC inhibit pilot screen %=0.0
C(=C\c1ccccc1)/C=N/n1cnnc1,-14%,-26%,-9%,4,-1%,0,i,11%,-7%,
COc1ccc(Cl)cc1NC(=O)CSc1nnc(Cn2c(=O)sc3ccccc32)n1C,5%,2%,3%,8,/,2,i,4%,-1%,
COc1ccc(OC)c(CCNC(=O)CS(=O)(=O)Cc2nc(-c3ccc(C)cc3)oc2C)c1,-2%,-2%,-10%,5,/,6,i,-1%,-1%,
COc1cc(=O)[nH]c(SCc2c(F)c(F)c(F)c(F)c2F)n1,2%,-11%,-5%,3,-3%,10,i,10%,-6%,PMK inhibit pilot replicates=2.5;MK inhibit pilot replicates=0.0;DPM-DC inhibit pilot screen %=1.0
CCOC(=O)c1c(NC(=O)c2cccs2)sc2c1CCC2,7%,4%,-15%,2,7%,0,/,0%,-4%,
# (list continues)
SMILES,KRASV12 cytotoxicity,HPDE-C7 cytotoxicity,HT1080 viability,MK inhibit,LYP phosphatase,PMK inhibit,DPM-DC inhibit,Alkaline phosphatase,Bfl-1 inhibitors,others
CC(C)c1nnc(NC(=O)c2c(O)c3cccc4c3n(c2=O)CC4)s1,33%,40%,3%,1,5%,10,i,12%,-5%,
COc1ccc(-c2nc(N3CCOCC3)nc3n[nH]c(N)c23)cc1,2%,7%,-1%,10,-3%,0,i,-4%,5%,
COc1cc(-c2nnc(SCc3cc(=O)oc4cc(C)ccc34)o2)cc(OC)c1OC,16%,2%,1%,0,2%,16,i,12%,9%,
Cn1c(SCc2nnc(-c3ccc(F)cc3)o2)nnc1C1COc2ccccc2O1 (stereo not drawn),/,/,-6%,0,3%,19,i,12%,-7%,

# Source: PubChem
